# LYPLA1 counter: LYPLA1 (human) inhibition in PME1 counter-screen; O75608; recombinant LYPLA1, FP-Rh probe fluorescence polarization; inhibition, % at 5.9 µM; 320,000 tested, 0.16% active; AID 2174;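 active means inhibition above the mean of all tested compounds plus 3 SD, set per campaign, cut at about 14% in these data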;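 further: inhibitors block serine hydrolase probe labeling of LYPLA1 so polarization falls; 0% = enzyme with DMSO and 100% = wells lacking LYPLA1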
# PAFAH1B2 inh: PAFAH1B2 (human) inhibition. recombinant PAFAH1B2, FP-rhodamine activity probe, fluorescence polarization. inhibition, % at 3.39 µM. 340,000 tested, 1.2% active. AID 492953;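 active means inhibition above the mean of all tested compounds plus 3 SD, cut at about 24% in these data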;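 further: 0% = enzyme with DMSO and 100% = wells lacking PAFAH1B2; many of its hits are not listed in these tables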
# PREPL inhibitor: human PREPL enzyme inhibition | Q4J6C6 | recombinant PREPL, fluorescence polarization activity-based probe | inhibition, % at 5.96 µM | 320,000 tested, 0.68% active; in the data active means inhibition above about 43%;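 further: 0% = enzyme with DMSO and 100% = wells lacking enzyme; many of its hits are not listed in these tables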
# pPAFAH inh: inhibitors of human plasma PAF acetylhydrolase (pPAFAH) | Q13093 | recombinant pPAFAH, FP-rhodamine probe fluorescence polarization | inhibition, % at 3.39 µM | 330,000 tested, 1.5% active | AID 463082;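 active means inhibition above the mean inhibition across the screen plus 3 SD, cut at about 25% in these data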;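 further: inhibitors block binding of the rhodamine activity-based probe so polarization drops; 0% = enzyme with DMSO and 100% = wells lacking pPAFAH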
# PAFAH1B3 inh: PAFAH1B3 (human) inhibition. inhibition, % at 3.39 µM. recombinant PAFAH1B3, FP-rhodamine probe, fluorescence polarization. AID 492972. Q15102. 340,000 tested, 0.28% active;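 active means inhibition above the screen-wide average of all tested compounds plus 3 SD, cut at about 25% in these data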;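 further: 0% = enzyme with DMSO only and 100% = wells lacking PAFAH1B3 protein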
# LYPLA2 counter: blocks human lysophospholipase 2, a PME1 counter-screen; O95372; recombinant LYPLA2, FP-Rh probe fluorescence polarization; inhibition, % at 5.9 µM; 320,000 tested, 0.38% active; AID 2177;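 active means inhibition above the screen-wide mean plus 3 SD, limit set per campaign, cut at about 26% in these data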;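 further: 0% = LYPLA2 with DMSO and 100% = wells lacking LYPLA2 enzyme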
# Target sequence (O95372 whole entry, looked up): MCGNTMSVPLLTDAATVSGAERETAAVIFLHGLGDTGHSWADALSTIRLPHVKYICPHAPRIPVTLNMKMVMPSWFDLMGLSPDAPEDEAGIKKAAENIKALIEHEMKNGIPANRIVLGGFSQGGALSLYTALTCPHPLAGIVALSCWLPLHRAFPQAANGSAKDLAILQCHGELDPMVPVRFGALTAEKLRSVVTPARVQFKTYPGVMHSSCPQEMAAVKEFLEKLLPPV
# GSTO1 inh: GSTO1 inhibition, counter-screen for RBBP9 inhibitors | P78417 | recombinant GSTO1, activity-based probe fluorescence polarization | inhibition, % at 5.96 µM | 300,000 tested, 1.1% active;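 active means inhibition above the campaign mean inhibition plus 3 SD, cut at about 35% in these data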;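 further: 0% = GSTO1-1 with DMSO and 100% = wells lacking GSTO1-1 enzyme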
# PAD4 inh: inhibitors of human PAD4; Q9UM07; recombinant PAD4, RCA probe fluorescence polarization; inhibition, % at 6.36 µM; 330,000 tested, 0.41% active;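 active means percent inhibition above a cutoff equal to the mean of all tested compounds plus 3 SD, cut at about 15% in these data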;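 further: 0% = PAD4 with RCA probe and DMSO and 100% = probe without PAD4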
# Target sequence (Q9UM07 whole entry, looked up): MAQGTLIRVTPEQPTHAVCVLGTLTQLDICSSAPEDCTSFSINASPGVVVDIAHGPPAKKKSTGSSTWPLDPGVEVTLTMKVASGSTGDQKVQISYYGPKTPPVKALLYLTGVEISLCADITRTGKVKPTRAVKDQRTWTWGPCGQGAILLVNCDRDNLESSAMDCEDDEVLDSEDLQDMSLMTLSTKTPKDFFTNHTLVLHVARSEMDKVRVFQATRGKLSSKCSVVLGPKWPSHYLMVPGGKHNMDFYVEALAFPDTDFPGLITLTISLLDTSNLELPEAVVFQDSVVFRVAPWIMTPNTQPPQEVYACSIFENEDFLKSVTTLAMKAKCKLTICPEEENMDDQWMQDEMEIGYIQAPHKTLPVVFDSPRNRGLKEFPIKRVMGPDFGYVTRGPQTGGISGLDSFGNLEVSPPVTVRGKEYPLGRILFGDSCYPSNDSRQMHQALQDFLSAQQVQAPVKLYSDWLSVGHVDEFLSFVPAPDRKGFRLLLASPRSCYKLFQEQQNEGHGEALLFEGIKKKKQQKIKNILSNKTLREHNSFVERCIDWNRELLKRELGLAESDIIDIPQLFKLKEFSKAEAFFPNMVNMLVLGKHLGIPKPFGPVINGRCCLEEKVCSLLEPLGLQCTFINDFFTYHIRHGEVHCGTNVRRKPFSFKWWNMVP
# PAFAH2 inh: PAFAH2 (human) inhibition; recombinant PAFAH2, FP-rhodamine activity probe, fluorescence polarization; inhibition, % at 3.39 µM; 340,000 tested, 0.99% active; AID 492956;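 active means inhibition above the mean over all tested compounds plus 3 SD, cut at about 30% in these data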;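 further: inhibitors block probe labeling of enzyme so polarization drops; 0% = enzyme with DMSO and 100% = wells lacking PAFAH2 protein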
# Numbers without * were called inactive; · = not tested or not shown. Some of the compounds tested; the hit share may differ from the screen's.
# Preview, 2 compounds:
SMILES,LYPLA1 counter,PAFAH1B2 inh,PREPL inhibitor,pPAFAH inh,PAFAH1B3 inh,LYPLA2 counter,GSTO1 inh,PAD4 inh,PAFAH2 inh
COc1ccc(S(=O)(=O)Nc2cc3c4c(c2)CC(=O)N4CCC3)cc1,-1,4,5,9,-3,0,11,-2,0
Cc1ccccc1OCC(=O)OCC(=O)c1ccc[nH]1,0,3,26,5,0,8,·,3,5

# The listing (from the top)
SMILES,LYPLA1 counter,PAFAH1B2 inh,PREPL inhibitor,pPAFAH inh,PAFAH1B3 inh,LYPLA2 counter,GSTO1 inh,PAD4 inh,PAFAH2 inh
COc1ccc(S(=O)(=O)Nc2cc3c4c(c2)CC(=O)N4CCC3)cc1,-1,4,5,9,-3,0,11,-2,0
Cc1ccccc1OCC(=O)OCC(=O)c1ccc[nH]1,0,3,26,5,0,8,·,3,5
COc1ccc(NC(=O)Cn2nnc(-c3ccccc3NC(=O)c3ccco3)n2)cc1,-4,-1,4,2,0,-7,-1,1,-15
COc1ccc(C(=O)CSc2nnc(CN3CCCCC3)n2-c2ccc(F)cc2)cc1,-1,-3,14,-1,-1,-1,19,-1,-1
CCCc1cc(C(=O)NCc2ccccc2)no1,3,-4,28,0,7,9,2,-2,2
CCn1c(SCC(=O)NC2CCCC2)nnc1-c1ccccn1,0,-4,5,2,13,3,0,-3,-7
O=C(NCC1CCCN(Cc2cccc(OCCO)c2)C1)c1ccc(F)cc1 (stereo unspecified),4,0,-2,1,-2,2,-3,-2,-2
COc1ccc(-n2c(=O)n(Cc3ccccc3)c(=O)c3[nH]cnc32)cc1,0,1,13,-5,-1,-7,-7,-2,-13
N#Cc1c(N)nc2c3c(sc(=N)c2c1N)NC(=O)CC3c1c(F)cccc1Cl (stereo unspecified),-8,-17,40,27*,2,-2,35*,2,4
COc1ccc(C(=O)Nc2nnc(-c3cccs3)s2)cc1,0,2,0,0,1,-6,3,-2,-10
CC(=O)c1c(C)[nH]c(C(=O)COC(=O)c2ccc(Cl)nc2)c1C,0,-5,2,-4,11,1,·,5,2
O=C(NCCc1ccccc1)c1ccc2nc(-c3ccco3)c(-c3ccco3)nc2c1,-7,5,74*,60*,21,12,46*,-19,8
CC(C)(C)c1ccc(C(=O)NCc2cccnc2)cc1,-1,2,-5,3,0,5,-6,-2,-5
COc1ccc(CNc2cc(C)ccn2)cc1,-3,1,0,1,2,0,0,2,6
COC(=O)/C(=C\c1ccc([N+](=O)[O-])o1)NC(=O)c1ccccc1,0,1,-4,5,-3,3,8,2,0
Cn1c(SCC(=O)Nc2nc3c(s2)CCCC3)nnc1-c1ccccc1,0,0,-6,0,6,2,-1,1,-2
C/C(=N\NC(=O)c1c(Cl)c(C)nn1C)c1ccc(NC(=O)COc2ccc(Cl)cc2C)cc1,-1,5,-20,3,5,-4,2,-12,-1
COc1ccc(CCNC(=O)Cn2cnc3sc(C)c(-c4ccc(F)cc4)c3c2=O)cc1OC,5,2,1,5,2,4,-1,-4,1
CC(C)(C)c1nnc(N/N=C/c2ccc(Br)cc2)n(N)c1=O,2,1,-1,4,3,0,0,-5,3
O=c1c(F)cn(C2CCCO2)c(=O)n1Cc1ccc(Cl)cc1 (stereo unspecified),-1,-1,5,-3,1,-1,1,2,-4
CCc1cc(C(=O)N2CCCC(C(=O)c3ccc(OC)c(F)c3)C2)n(C)n1 (stereo unspecified),-1,5,6,6,3,4,2,2,5
CC1CCCCC1NC(=O)COC(=O)/C=C/c1ccc2c(c1)OCO2 (stereo unspecified),-3,6,7,12,5,-5,5,-1,79*
COc1ccc(NC(=S)NCCN2CCC(C)CC2)cc1Cl,0,2,-23,-3,-2,-2,8,3,3
N#C/C(=C\c1ccc(Cl)cc1)c1n[nH]c(Cn2cncn2)n1,-5,0,-7,-1,-7,-7,1,2,6
c1ccc(-c2nc(NCc3cccs3)c3ccccc3n2)cc1,-17,-4,0,-2,-9,-33,-3,2,-26
# Additional results follow.
SMILES,LYPLA1 counter,PAFAH1B2 inh,PREPL inhibitor,pPAFAH inh,PAFAH1B3 inh,LYPLA2 counter,GSTO1 inh,PAD4 inh,PAFAH2 inh
CCOC(=O)c1ccc(CC2S/C(=C(\C#N)C(C)=O)NC2=O)cc1 (stereo unspecified),2,6,-7,-6,1,6,12,1,4
Cc1[nH]c(C)c(S(=O)(=O)N2CCC(C)CC2)c1C(=O)N1CCCC1,-3,-4,4,3,3,3,-1,-3,3
Cc1ccc(CN(C)c2ccc(S(=O)(=O)N3CCCC3)cn2)cc1,·,9,29,5,4,·,·,-6,4
CC(C)n1c(SC2CCOC2=O)nc2ccccc21 (stereo unspecified),4,8,4,4,5,7,4,5,-1
O=S(=O)(Nc1ccc(N=Nc2ccccc2)cc1)c1ccccc1,-6,4,-9,67*,10,-10,5,-2,10
CC([NH2+][O-])C(C)(C)NO (stereo unspecified),1,4,0,1,5,4,1,0,-5
O=C(NCC(=O)N(CC1CCCO1)C(C(=O)NC1CCCCC1)c1ccccc1)c1cccs1 (stereo unspecified),-3,2,10,-3,-4,-8,4,-1,4
CCCC(=O)NC1CCCc2c1cnn2-c1ccc(C)c(C)c1 (stereo unspecified),1,3,-7,2,-1,-3,2,-2,2
Cc1ccc(S(=O)(=O)N2CCCOC2CNC(=O)C(=O)NCCCn2ccnc2)cc1 (stereo unspecified),1,6,12,-3,-1,-6,-4,-4,-1
CN(C)C(=O)c1ccc(NC(=O)COC(=O)CC23CC4CC(CC(Br)(C4)C2)C3)cc1,2,9,-1,-4,-1,-2,14,3,1
CSc1cccc(NS(=O)(=O)c2ccc(C(C)=O)cc2)c1,1,5,7,5,4,1,12,2,3
O=C1CCc2cc(S(=O)(=O)N3CCC(C(=O)Nc4nccs4)CC3)ccc2N1,3,1,-2,2,4,0,-1,-6,-5
Cn1c(=O)oc2cc(S(=O)(=O)N3CCOCC3)ccc21,2,4,3,5,4,7,-9,-6,-1
NC(=O)c1ccc(NC(=O)COC(=O)C2(c3ccccc3F)CCCC2)cc1,-2,27*,-30,-1,8,-1,-8,-2,2
COC(=O)[C@H](CCSC)NS(=O)(=O)c1ccccc1Br,-2,-5,0,4,-3,3,6,-4,-2
CCOC(=O)c1c(NC(=O)C2=C(C)NC(=S)NC2c2ccc(CC)cc2)sc(C)c1C (stereo unspecified),-11,·,-2,-7,·,-24,-4,-14,·
CCn1c(SCc2ccccc2)nc2cc(OC)c(OC)cc2c1=O,-2,-1,3,9,12,-8,-2,-4,-4
Cc1cc(C)c2[nH]c(=S)cc(C)c2c1,4,-3,-6,0,6,5,2,-7,-9
O=C(CCN1C(=O)c2ccccc2C1=O)N1CCN(Cc2ccc(Cl)cc2Cl)CC1,6,6,26,11,4,4,-7,0,11
O=S(=O)(c1ccccc1)N1CCN(C(=S)Nc2ccc(F)cc2)CC1,-1,5,7,1,14,-2,4,3,7
COc1cc(NC(=O)c2cccc(NC3=NC4CS(=O)(=O)CC4S3)c2)cc(OC)c1OC (stereo unspecified),0,2,4,0,6,0,2,-1,-5
CCOC(=O)C1(Cc2ccc(OC)cc2)CCN(C(=O)Cn2cnnn2)CC1,-2,9,2,3,7,-3,6,-4,2
O=C(N/N=C/c1cc(Br)cs1)c1c[nH]c2ccccc12,-24,6,28,-6,8,-33,-54,-1,0
CC1CCCN(C(=O)CN(C)S(=O)(=O)c2ccc3c(c2)c(=O)n(C)c(=O)n3C)C1 (stereo unspecified),-2,1,16,-6,0,2,6,1,6
Cc1ccc(NC(=S)N(CCN2CCOCC2)Cc2cc3cc4c(cc3[nH]c2=O)OCO4)cc1,5,7,-2,-8,11,2,2,1,12
C[C@@H](C(=O)N[C@@H](Cc1ccccc1)C(=O)O)n1nnc2ccccc2c1=O,0,1,10,-4,3,-1,0,-3,-3

# Three records drawn at random from those above, as already listed:
SMILES,LYPLA1 counter,PAFAH1B2 inh,PREPL inhibitor,pPAFAH inh,PAFAH1B3 inh,LYPLA2 counter,GSTO1 inh,PAD4 inh,PAFAH2 inh
C[C@@H](C(=O)N[C@@H](Cc1ccccc1)C(=O)O)n1nnc2ccccc2c1=O,0,1,10,-4,3,-1,0,-3,-3
Cc1ccc(NC(=S)N(CCN2CCOCC2)Cc2cc3cc4c(cc3[nH]c2=O)OCO4)cc1,5,7,-2,-8,11,2,2,1,12
CC1CCCN(C(=O)CN(C)S(=O)(=O)c2ccc3c(c2)c(=O)n(C)c(=O)n3C)C1 (stereo unspecified),-2,1,16,-6,0,2,6,1,6

# Looked up above.
# O=S(=O)(c1ccccc1)N1CCN(C(=S)Nc2ccc(F)cc2)CC1 – PAFAH1B3 inh = 14
# O=C(CCN1C(=O)c2ccccc2C1=O)N1CCN(Cc2ccc(Cl)cc2Cl)CC1 – PAFAH2 inh = 11
# Cc1ccc(NC(=S)N(CCN2CCOCC2)Cc2cc3cc4c(cc3[nH]c2=O)OCO4)cc1 – PREPL inhibitor = -2
# Cn1c(=O)oc2cc(S(=O)(=O)N3CCOCC3)ccc21 – PAFAH1B3 inh = 4
# CCn1c(SCc2ccccc2)nc2cc(OC)c(OC)cc2c1=O – LYPLA1 counter = -2
# CCCC(=O)NC1CCCc2c1cnn2-c1ccc(C)c(C)c1 (stereo unspecified) – PAFAH2 inh = 2
# CCOC(=O)c1c(NC(=O)C2=C(C)NC(=S)NC2c2ccc(CC)cc2)sc(C)c1C (stereo unspecified) – PREPL inhibitor = -2

# Screens as filed in PubChem.
